Chronic BCR inh: chronic active BCR signaling inhibition; ABC-DLBCL IkBa-CBG/CBR reporter, luminescence ratio, 4 h; Potency, µM (doses to about 46.1 µM), for inactives: top-dose ratio change, negative = lower green/red ratio, usual class: inhibitors; 340,000 compounds, 0.05% hits; active means well fitted inhibition curve with a large enough effect in the signal ratio, with a control signal flat, not every such curve was filed as active; inconclusive means small, poorly fitted or top-dose-only effect, or effect the other way, or a change in a side signal; the % refers to the signal ratio;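 further: potency means the concentration at half of the fitted maximal effect; plate controls were basal doxycycline-induced cells for no effect and cells given 10 µM MG132 for full effect; MG132 reads +100%, hits lower the ratio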
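Concentration-response series (up to 46 uM) were applied to TMD8 dual-reporter cells for 4 h at 37C with doxycycline. Green/red ratio, after filter-overlap correction, defined %Activity; red signal alone was normalised to basal cells and zero luminescence.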
KCNH2 WT inh: KCNH2 (human, wildtype) channel inhibition. Q12809. U2OS, BacMam KCNH2, thallium flux FluxOr; hits give low values. activity change, % at 1.84 µM. 340,000 compounds, 0.37% hits;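 active means maximum activity change below -70%; inconclusive means maximum activity change between -70% and -50%; inactive means maximum activity change above -50%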; further: on the % scale 0 is the no-effect control and ±100 the full control effect
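U2OS cells were transduced with wild-type KCNH2 virus (2.03 x 10^8 / mL) for 4 h at room temperature, then cultured overnight at 37 C. Thallium flux was read with FluxOr dye. Rate constants were normalized to DMSO controls.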
PKM2 activator: activators of human pyruvate kinase M2; P14618; purified PKM2, Kinase-Glo ATP luminescence, activation; response scale: 0% is enzyme alone, no compound; Potency, µM (highest dose often 57.5 µM), for inactives: top-dose activation, usual class: activators; 260,000 compounds, 0.34% hits; further: potency means the concentration at half of the fitted maximal effect; on the % scale 0 is the no-effect control and ±100 the full control effect; nearly all actives have a fitted effect of over 55% in size
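Purified hPK-M2 (>95% pure) converted ADP (0.1 mM final) to ATP with 0.5 mM PEP in 50 mM imidazole pH7.2, KCl, MgCl2, Tween 20, BSA; 1 h at room temperature. ATP detected by Kinase-Glo luminescence.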
USP2a block: inhibitors of human ubiquitin-specific protease USP2a; USP2 core, Ub-CHOP2 coupled fluorogenic reporter, 485/531; Potency, µM (top dose mostly 38.3 µM), for the others: at the top dose activity change, negative = inhibition, usual class: inhibitors; 330,000 compounds, 0.01% hits;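 further: potency means the concentration at half of the fitted maximal effect; plate controls were DMSO wells for no effect and full inhibition by NEM control for full effect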
Target sequence (O75604 whole entry, looked up): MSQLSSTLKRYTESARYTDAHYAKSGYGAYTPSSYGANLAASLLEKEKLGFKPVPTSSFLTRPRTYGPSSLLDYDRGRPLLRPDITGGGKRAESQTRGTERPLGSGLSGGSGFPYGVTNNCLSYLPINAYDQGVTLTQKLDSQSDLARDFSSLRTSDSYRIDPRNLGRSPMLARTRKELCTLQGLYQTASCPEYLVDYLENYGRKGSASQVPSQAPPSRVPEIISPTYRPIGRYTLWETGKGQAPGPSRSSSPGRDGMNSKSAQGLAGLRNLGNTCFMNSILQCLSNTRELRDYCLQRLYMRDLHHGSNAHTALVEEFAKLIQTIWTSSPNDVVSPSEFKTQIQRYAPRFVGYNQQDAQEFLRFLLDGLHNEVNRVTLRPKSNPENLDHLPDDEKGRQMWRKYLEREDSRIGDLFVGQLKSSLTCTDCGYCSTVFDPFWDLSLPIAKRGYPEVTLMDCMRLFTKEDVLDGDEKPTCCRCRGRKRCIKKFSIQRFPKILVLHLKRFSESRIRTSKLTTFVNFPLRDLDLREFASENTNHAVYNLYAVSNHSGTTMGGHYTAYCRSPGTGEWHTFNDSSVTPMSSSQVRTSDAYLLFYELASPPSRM
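Cell-free coupled assay: 10nM USP2 core preincubated 30min RT with compound in Tris-HCl pH 8.0/CaCl2/CHAPS buffer, then 25nM Ub-CHOP2 and 25nM reporter substrate; fluorescence (Ex 485/Em 531) read after 60min RT, normalized to NEM inhibition, concentration-response curves fitted.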
GALK inh: blocks human galactokinase activity; 270,000 compounds, 0.007% hits; P51570; AID 1868; Purified GALK, Kinase-Glo residual ATP luminescence; Potency, µM (highest dose often 57.5 µM), for inactives: at the top dose activity change, negative = inhibition, hits mostly inhibitors; further: potency means the concentration at half of the fitted maximal effect; on the % scale 0 is the no-effect control and ±100 the full control effect
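5 nM enzyme, 35 uM ATP, 100 uM galactose, 20 mM HEPES pH8.0, 5 mM MgCl2; 1 h RT; residual ATP by Kinase-Glo Plus luminescence, qHTS format.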
Eya2 inh: inhibitors of human Eya2 phosphatase activity | O00167 | recombinant Eya2, OMFP fluorescence dephosphorylation (OMFP is methylfluorescein phosphate) | Potency, µM (top dose mostly 76.9 µM), for inactives: top-dose activity, negative = inhibition, hits mostly inhibitors | 330,000 compounds, 0.006% hits; further: potency means the concentration at half of the fitted maximal effect; on the % scale 0 is the no-effect control and ±100 the full control effect
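Eya2 protein (added as 0.2 uM solution) was preincubated with compound for 10 min at ambient temperature in 50 mM HEPES pH 7.5, 50 mM NaCl, 5 uM MgCl2, 0.05% BSA, 1 mM DTT. OMFP (added at 50 uM) then reacted 10 min; fluorescence read at 485/525 nm.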
MBNL1-CUG inh: blocks human MBNL1 binding to CUG repeat RNA; 280,000 compounds, 0.036% hits; Potency, µM (titrated, usually from 57.5 µM), for inactives: at the highest dose activity change, negative = inhibition, most hits filed as inhibitors; TR-FRET MBNL1-His/biotin-(CUG)12 binding, 665/545 ratio; Q9NR56; active means well fitted inhibition curve with a large enough effect in the signal ratio, with a control signal flat, not every such curve was filed as active; inconclusive means small, poorly fitted or top-dose-only effect, or effect the other way, or a change in a side signal; inactive means no such curve, though single readings can be large or run the other way; the % refers to the signal ratio; further: potency means the concentration at half of the fitted maximal effect; on the % scale 0 is the no-effect control and ±100 the full control effect
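Compounds (final 92 nM to 58 uM) are added to His-tagged MBNL1 and biotin-(CUG)12, then terbium anti-His antibody and streptavidin-XL665 (5 nM final). After 60 min at room temperature, the 665/545 nm ratio is read.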
Mito fusion yeast: blocks mitochondrial division or promotes mitochondrial fusion; S. cerevisiae fusion-defective mutant growth rescue, CellTiterGlo 48 h; Potency, µM (doses to about 46.1 µM), without a hit: at the top dose growth rescue (activation), hits mostly activators; 320,000 compounds, 0.23% hits; AID 485298;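 further: potency means the concentration at half of the fitted maximal effect; % of control where 0% means no effect; nearly all actives have a fitted effect of over 45% in size; temperature-sensitive fusion mutants such as fzo1-1 at 37 °C on non-fermentable ethanol glycerol medium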
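Growth-rescue viability read-out: after 48 h at the non-permissive 37C in glycerol/ethanol YPEG, yeast mitochondrial fusion mutants are measured by CellTiterGlo luminescence; compounds (23 nl pinned per well) restoring growth score as division inhibitors or fusion activators.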
S-ASM inh: human S-ASM enzyme inhibition | P17405 | placental ASM, HMU-PC fluorogenic substrate, 60 min | Potency, µM (top dose mostly 57.5 µM), without a hit: top-dose activity change, negative = inhibition, most hits filed as inhibitors | 340,000 compounds, 0.006% hits | AID 504937; further: potency means the concentration at half of the fitted maximal effect
Target sequence (P17405 47-631 limits assumed): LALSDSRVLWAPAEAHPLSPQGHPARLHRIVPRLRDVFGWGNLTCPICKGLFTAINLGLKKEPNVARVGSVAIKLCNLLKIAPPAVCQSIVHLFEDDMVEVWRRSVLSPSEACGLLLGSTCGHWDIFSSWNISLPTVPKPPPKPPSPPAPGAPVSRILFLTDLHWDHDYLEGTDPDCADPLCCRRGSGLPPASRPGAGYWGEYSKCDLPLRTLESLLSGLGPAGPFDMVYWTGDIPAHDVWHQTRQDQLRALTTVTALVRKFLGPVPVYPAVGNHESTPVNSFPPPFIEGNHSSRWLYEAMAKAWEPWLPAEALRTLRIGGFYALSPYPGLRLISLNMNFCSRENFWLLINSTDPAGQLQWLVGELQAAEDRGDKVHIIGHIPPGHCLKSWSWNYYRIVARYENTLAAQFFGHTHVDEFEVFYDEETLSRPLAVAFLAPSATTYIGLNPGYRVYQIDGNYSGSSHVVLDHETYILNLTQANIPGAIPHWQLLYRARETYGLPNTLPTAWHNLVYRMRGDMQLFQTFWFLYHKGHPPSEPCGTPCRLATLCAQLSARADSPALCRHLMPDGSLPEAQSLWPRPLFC
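Fluorogenic HMU-PC substrate (9 uM final) is turned over by placental ASM in 60 min at 37 C after a 10 min compound preincubation. Reaction ended by alkaline stop (pH 10), with fluorescence read at 386/447 nm.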
TSHR antag: antagonists of human thyroid stimulating hormone receptor. P16473. TSHR-expressing cells, TSH-stimulated cAMP HTRF, 2 h; hits give low values. activity change, negative = inhibition, % at 11.5 µM. 330,000 compounds, 0.2% hits. AID 504810;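 active means activity change below a set negative limit, meaning inhibition stronger than a set level, cut at about -70% in these data; inconclusive means activity change between two set negative limits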; further: on the % scale 0 is the no-effect control and ±100 the full control effect
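Freshly harvested TSHR cells receive pin-tooled compound, then EC80 TSH at 4nM final. After 2 hours at 37 deg C, antibody in lysis buffer and cAMP-d2 are added; 30 minutes at ambient temperature precede the HTRF read.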
Menin-MLL TR inh: menin-MLL binding inhibition, Texas Red mutant peptide; 270,000 compounds, 0.23% hits; O00255; AID 1768; Menin + Texas Red MLL mutant peptide, fluorescence polarization; Potency, µM (top dose mostly 61.6 µM), for the others: at the top dose FP activity change, negative = inhibition, actives largely listed as inhibitors; active means well fitted inhibition curve with a large enough effect in the polarisation, with a control signal flat, not every such curve was filed as active; inconclusive means small, poorly fitted or top-dose-only effect, or effect the other way, or a change in a side signal; inactive means no such curve, though single readings can be large or run the other way; the % refers to the polarisation; further: potency means the concentration at half of the fitted maximal effect; % of control where 0% means no effect; many of its hits are not listed in these tables
Starred values were filed as active, the others as inactive; & = joins results of further samples; [ ] = remark or other dose. Unless noted, the call rests on the fitted dose curve; in most records, active means well fitted curve in the direction sought with a large enough effect; inconclusive means small, poorly fitted or top-dose-only effect, or another doubt; inactive means no such curve, though single readings can be large; an effect the other way counts as inactive or inconclusive. Not all compounds are listed. The share of hits here may be higher or lower than overall.

For CCCN1CCC(NC(=O)C2CCN(C(C)=O)CC2)CC1 the results were Chronic BCR inh -1.4%, KCNH2 WT inh 16.1, PKM2 activator 5.3%, USP2a block -2.1%, GALK inh 3.2%, Eya2 inh 10.5%, MBNL1-CUG inh 8.3%, Mito fusion yeast 2.6%, S-ASM inh 2.5%, TSHR antag 11.1 and Menin-MLL TR inh 10.2%.
`CCOC(=O)/C(C#N)=C/c1ccc(N2CCCCC2)cc1` gave Chronic BCR inh 6.1%, KCNH2 WT inh -0.1, PKM2 activator -3.6%, USP2a block 2.0%, GALK inh -3.8%, Eya2 inh 3.0%, MBNL1-CUG inh inconclusive, Mito fusion yeast 2.8%, S-ASM inh 25.5%, TSHR antag -14.8 and Menin-MLL TR inh 0.8%.
CCCOc1ccc(C(=O)NNC(=S)NC(=O)c2ccccc2)cc1 was read as Chronic BCR inh inconclusive, KCNH2 WT inh inconclusive, USP2a block -5.9%, GALK inh -1.2%, Eya2 inh -15.4%, MBNL1-CUG inh -7.8%, Mito fusion yeast -59.0%[inhibitor], S-ASM inh -8.0%, TSHR antag -42.0 and Menin-MLL TR inh inconclusive.
`CC1=NNC(=O)C1CCC(=O)N/N=C(\C)c1ccccc1` (stereo not drawn) gave Chronic BCR inh inconclusive, KCNH2 WT inh 3.2, PKM2 activator 4.6%, USP2a block 1.6%, GALK inh -0.8%, Eya2 inh 8.7%, MBNL1-CUG inh -4.8%, Mito fusion yeast 4.4%, S-ASM inh 1.5%, TSHR antag 7.0 and Menin-MLL TR inh 1.4%.
For N#Cc1ccc(N2CCOCC2)c([N+](=O)[O-])c1 the results were Chronic BCR inh 1.6%, KCNH2 WT inh -2.5, PKM2 activator 2.1%, USP2a block 0.5%, GALK inh 9.3%, Eya2 inh -0.4%, MBNL1-CUG inh inconclusive, Mito fusion yeast -1.0%, S-ASM inh -6.4%, TSHR antag 13.2 and Menin-MLL TR inh 6.9%.
Cc1ccccc1CN1CCSc2sccc2C1=O was read as Chronic BCR inh 11.8%, KCNH2 WT inh 4.1, PKM2 activator -0.9%, USP2a block -1.0%, GALK inh -0.3%, Eya2 inh 3.3%, MBNL1-CUG inh -0.1%, Mito fusion yeast -2.2%, S-ASM inh 3.3%, TSHR antag -7.9 and Menin-MLL TR inh -7.5%.
Cc1nc(-c2ccccc2)sc1-c1n[nH]c(=S)n1C was read as Chronic BCR inh inconclusive, KCNH2 WT inh 0.2, PKM2 activator -0.5%, USP2a block -2.7%, GALK inh -0.2%, Eya2 inh -2.1%, MBNL1-CUG inh 13.6%, Mito fusion yeast 3.0%, S-ASM inh 4.5%, TSHR antag 4.0 and Menin-MLL TR inh 0.2%.
CC1CCCN(C(=O)c2cc(-c3cccs3)nc3ccccc23)C1 (stereo not drawn) was read as Chronic BCR inh -1.3%, KCNH2 WT inh 0.6, USP2a block 4.3%, Eya2 inh -12.1%, S-ASM inh 45.4%[activator] and TSHR antag 113.8.
Screening COc1ccc(N(C(=O)Cn2nnc(-c3ccccc3F)n2)C(C(=O)NCC2CCCO2)c2ccc(Cl)cc2)cc1 (stereo not drawn) returned Chronic BCR inh 20.2%, KCNH2 WT inh -2.8, PKM2 activator -4.5%, USP2a block -0.2%, GALK inh 5.0%, Eya2 inh -13.8%, MBNL1-CUG inh 2.7%, Mito fusion yeast 2.3%, S-ASM inh 1.8%, TSHR antag 3.1 and Menin-MLL TR inh inconclusive.
`CCCCC(=O)NCCc1ccc(S(N)(=O)=O)cc1` gave Chronic BCR inh 3.8%, KCNH2 WT inh -11.5, PKM2 activator -6.5%, USP2a block -1.3%, GALK inh -1.2%, Eya2 inh 4.1%, MBNL1-CUG inh -2.4%, Mito fusion yeast -0.7%, S-ASM inh 3.7%, TSHR antag 11.4 and Menin-MLL TR inh 20.4%.
Screening CCOc1cc(C(=O)OC(C)C(=O)Nc2ncc(Cl)cc2Cl)ccc1OCC(=O)N1CCOCC1 (stereo not drawn) returned Chronic BCR inh inconclusive, PKM2 activator -8.6%, USP2a block -5.5%, GALK inh -0.4%, Eya2 inh 6.7%, MBNL1-CUG inh 0.9%, Mito fusion yeast -4.6%, S-ASM inh 6.9%, TSHR antag -2.1 and Menin-MLL TR inh -6.1%.
For OCCN(CC(O)COc1ccccc1)CC(O)Cn1ccc2ccccc21 (stereo not drawn) the results were Chronic BCR inh inconclusive, KCNH2 WT inh 9.6, PKM2 activator -1.9%, USP2a block 3.6%, GALK inh -2.6%, Eya2 inh -1.7%, MBNL1-CUG inh -5.1%, Mito fusion yeast -7.7%, S-ASM inh -5.9%, TSHR antag 6.1 and Menin-MLL TR inh 0.7%.
Screening CCN1C(=NCCOC)N[C@@H](CCc2ccccc2)[C@H](C(=O)OC)[C@H]1C returned Chronic BCR inh 1.0%&-3.7%, KCNH2 WT inh 1.6, PKM2 activator 0.2%&2.3%, USP2a block 2.4%&2.6%, Eya2 inh 8.0%&8.8%, MBNL1-CUG inh -4.1%&0.0%, Mito fusion yeast -1.6%&3.1%, S-ASM inh 2.0%, TSHR antag 1.1&3.6 and Menin-MLL TR inh -1.3%&-28.9%.
For Cc1nn(CC(=O)NCCc2ccccc2)c(=O)c2ccccc12 the results were Chronic BCR inh -0.7%, KCNH2 WT inh -0.2, PKM2 activator 3.7%, USP2a block 6.0%, GALK inh 3.9%, Eya2 inh 17.0%, MBNL1-CUG inh 8.4%, Mito fusion yeast -3.5%, S-ASM inh -0.8%, TSHR antag -3.7 and Menin-MLL TR inh -2.2%.
Screening C=C(C)C(=O)Nc1cccc(C2=NOC3(C2)C[C@@H](C(N)=O)N(C(=O)CCCCC)C3)c1 (stereo partly drawn) returned Chronic BCR inh inconclusive, KCNH2 WT inh -3.6, PKM2 activator 0.1%, USP2a block 7.8%, GALK inh 3.7%, Eya2 inh -11.0%, MBNL1-CUG inh -19.0%, Mito fusion yeast -8.5%, S-ASM inh -19.9% and TSHR antag -1.6.
`COc1ccc(CN=C(C)c2c(C(F)(F)F)[nH]n(-c3nc4ccccc4s3)c2=O)cc1` gave Chronic BCR inh inconclusive, KCNH2 WT inh 5.8, PKM2 activator -12.0%, USP2a block 6.4%, GALK inh -0.5%, Eya2 inh -26.7%, MBNL1-CUG inh 1.9%, Mito fusion yeast -1.0%, S-ASM inh -2.1%, TSHR antag -10.3 and Menin-MLL TR inh 0.0%.
Cc1ccsc1C(=O)N1CCCC(CCC(=O)N2CCN(c3ccccn3)CC2)C1 (stereo not drawn) was read as Chronic BCR inh -2.6%, KCNH2 WT inh -1.9, PKM2 activator 0.9%, USP2a block 1.8%, GALK inh 0.8%, Eya2 inh -5.0%, MBNL1-CUG inh -4.9%, Mito fusion yeast 2.9%, S-ASM inh -2.7%, TSHR antag 11.4 and Menin-MLL TR inh -0.5%.
`CCCCOC(=O)c1ccc(NC(=O)CSCc2n[nH]c(=O)[nH]2)cc1` gave Chronic BCR inh 3.7%, KCNH2 WT inh 4.4, PKM2 activator -0.1%, USP2a block 2.1%, GALK inh 8.0%, Eya2 inh 8.5%, MBNL1-CUG inh -8.1%, Mito fusion yeast -1.5%, S-ASM inh -0.4%, TSHR antag 3.1 and Menin-MLL TR inh -13.2%.
COc1cccc(NC(=O)CSc2nc(C3CC3)nc3ccccc23)c1 was read as Chronic BCR inh inconclusive, KCNH2 WT inh 6.2, PKM2 activator 0.4%, USP2a block 3.2%, GALK inh -4.1%, Eya2 inh -12.7%, MBNL1-CUG inh 34.0%[activator], Mito fusion yeast 6.7%, S-ASM inh 0.8%, TSHR antag -16.4 and Menin-MLL TR inh -1.8%.
CCN(CC(=O)Nc1ccccc1C(F)(F)F)C(=O)C1CCN(C(=O)Nc2ccccc2)CC1 was read as Chronic BCR inh -2.8%, KCNH2 WT inh -1.8, USP2a block 3.5%, Eya2 inh -8.2%, Mito fusion yeast -1.8%, S-ASM inh 1.8% and TSHR antag 13.5.
Screening Cc1cccn2c(=O)c3cc(C(=O)NCC4CCCO4)c(=N)n(Cc4ccc(F)cc4)c3nc12 (stereo not drawn) returned Chronic BCR inh 9.4%, KCNH2 WT inh -1.5, USP2a block 2.7%, GALK inh -4.7%, Eya2 inh -2.0%, MBNL1-CUG inh inconclusive, Mito fusion yeast 0.9%, S-ASM inh 294.6%[activator] and TSHR antag -10.0.

Screening results: PubChem BioAssay, National Center for Advancing Translational Sciences (NCATS)
